PG9 binder: binders of HIV-1 gp120 antibody PG9, primary screen, biochemical, TR-FRET; HIV-1 gp120 / PG9 antibody interaction; TR-FRET gp120-PG9 antibody binding; inhibition, % at 6.7 µM; actives 0.43% (n = 360,000); AID 624416, 2012; in the data active = inhibition above about 8.5%
GAA850 FXN act: FXN promoter activators, primary screen, cell-based, luciferase luminescence, HEK293 lucGAA850 | actives 0.56% (n = 360,000) | AID 540364, 2011 | activation, % at 6 µM | HEK293 lucGAA850 FXN promoter luciferase reporter, 24 h; percent of 10 µM SAHA response;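 active = activation above the average of all compounds screened plus 3 SD, cutoff fixed separately per campaign, cut at about 7.5% in these data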;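 note: 0% = DMSO wells and 100% = 10 µM SAHA wells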
ADAM10 inh: human ADAM10 inhibitors, primary screen, biochemical, QFRET, HTS; recombinant ADAM10, EDANS/DABCYL FRET peptide cleavage, 3 h; Disintegrin and metalloproteinase domain-containing protein 10 (Homo sapiens), O14672; inhibition, % at 7 µM; actives 0.62% (n = 370,000); AID 720582, 2013;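 active = inhibition above a per-campaign cutoff equal to the mean of compounds falling between control-based bounds plus 3 SD, cut at about 20% in these data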;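 note: 0% = DMSO wells while the 100% control is not disclosed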
Target sequence (O14672 214-748 limits assumed): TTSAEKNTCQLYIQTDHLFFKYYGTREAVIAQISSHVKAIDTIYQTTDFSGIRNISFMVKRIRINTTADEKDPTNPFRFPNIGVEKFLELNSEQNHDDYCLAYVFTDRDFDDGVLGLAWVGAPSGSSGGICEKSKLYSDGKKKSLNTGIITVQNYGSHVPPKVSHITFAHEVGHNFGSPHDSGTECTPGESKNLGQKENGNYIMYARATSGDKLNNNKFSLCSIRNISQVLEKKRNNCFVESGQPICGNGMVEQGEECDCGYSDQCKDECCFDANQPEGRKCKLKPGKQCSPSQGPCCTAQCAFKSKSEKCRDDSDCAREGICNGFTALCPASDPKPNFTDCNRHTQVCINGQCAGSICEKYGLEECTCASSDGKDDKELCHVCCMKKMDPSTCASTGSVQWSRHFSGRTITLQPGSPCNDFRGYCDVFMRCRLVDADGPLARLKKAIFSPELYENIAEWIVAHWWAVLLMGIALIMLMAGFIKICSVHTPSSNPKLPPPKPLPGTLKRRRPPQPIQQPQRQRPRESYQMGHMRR
DAX1 inh-1: DAX1 (NR0B1) inhibitors on StAR promoter, primary screen, cell-based, luminescence, SF-1 (NR5A1), full-length DAX-1; HEK293T StAR-luciferase reporter, SF-1/DAX-1 repression relief; inhibition, % at 6.8 µM; actives 1.1% (n = 370,000); AID 652010, 2013;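 active = inhibition above the mean over all tested compounds plus 3 SD, cut at about 3.6% in these data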;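 note: 0% = DAX-1 cells with DMSO and 100% = cells lacking DAX-1 with DMSO; higher inhibition means more luminescence from relief of DAX-1 repression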
SMARCA2 activ: SMARCA2 (BRM) function activators, primary screen, cell-based, luminescence, high throughput; MG213 cells, MMTV-luciferase reporter, dexamethasone, overnight; activation, % at 9.1 µM; actives 1% (n = 370,000); AID 652017, 2013; in the data active = activation above about 7.8%;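 note: 0% = vehicle wells and 100% = reference activator wells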
DAX1 inh-2: DAX1 (NR0B1) inhibitors, primary screen, cell-based, HEK293, Gal4-DAX1, luciferase luminescence | HEK293 Gal4-DAX1 luciferase reporter | inhibition, % at 6.75 µM | actives 0.99% (n = 340,000) | AID 504766, 2011;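 active = inhibition above the mean over all tested compounds plus 3 SD, cut at about 4.2% in these data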;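 note: 0% = DAX1-transfected cells with DMSO and 100% = empty-vector control cells with DMSO; inhibition shows as a rise in luminescence from relieved DAX1 repression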
Target sequence (P51843 207-470 limits assumed): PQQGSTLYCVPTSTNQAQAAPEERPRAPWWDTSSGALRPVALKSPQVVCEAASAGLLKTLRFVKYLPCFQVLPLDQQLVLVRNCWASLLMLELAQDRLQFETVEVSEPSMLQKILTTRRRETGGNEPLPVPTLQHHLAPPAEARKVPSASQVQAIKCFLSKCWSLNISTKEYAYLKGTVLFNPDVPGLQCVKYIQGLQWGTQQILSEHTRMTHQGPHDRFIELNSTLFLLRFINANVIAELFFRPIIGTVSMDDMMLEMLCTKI
hcDAF-12 act: H. contortus DAF-12 nuclear receptor activators, primary screen, cell-based, luminescence, HEK293, lit1-tk-luc reporter | HEK293 hcDAF-12 lit1-tk-luc reporter; 0% DMSO, 100% Δ7-dafachronic acid | activation, % at 6.8 µM | actives 1.4% (n = 370,000) | AID 652067, 2013;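 active = activation above the mean of all tested compounds plus 3 SD, cut at about 5.5% in these data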;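 note: 100% = response to 3 µM Δ7-dafachronic acid high control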
ssDAF-12 act: S. stercoralis DAF-12 nuclear receptor activators, primary screen, cell-based, luminescence, HEK293, GRIP1 co-expression, lit1-tk-luc. HEK293 ssDAF-12/GRIP1 lit1-tk-luc reporter; % of 3 µM dafachronic acid response. actives 1% (n = 370,000). activation, % at 6.8 µM;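 active = activation above the mean over all tested compounds plus 3 SD, cut at about 0.9% in these data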;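 note: 0% = DMSO-only wells and 100% = 3 µM delta7-dafachronic acid wells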
ADAM17 inh: ADAM17 inhibitors, primary screen, biochemical, QFRET; Disintegrin and metalloproteinase domain-containing protein 17 (Homo sapiens), P78536; inhibition, % at 6.95 µM; actives 0.83% (n = 370,000); AID 720648, 2013; recombinant ADAM17, EDANS/DABCYL FRET peptide cleavage;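 active = inhibition above the mean of compounds lying between control limits plus 3 SD, set per campaign, cut at about 8.5% in these data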;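 note: 0% = DMSO-only wells as the low control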
GC-A act: GC-A stimulated cGMP production enhancers – HEK293 GC-A cells, cGMP TR-FRET, EC30 ANP, primary screen | 0% at EC30 ANP, 100% saturating ANP | activation, % at 10 µM | actives 0.14% (n = 370,000) | AID 1671463, 2021; in the data active = activation above about 40%
hgDAF-12 ag: H. glycines DAF-12 receptor agonists, primary screen, cell-based, luminescence, HEK293, GAL4 fusion, UAS-luciferase; Nuclear hormone receptor DAF-12 (Heterodera glycines), GAL4 fusion; actives 1.8% (n = 370,000); HEK293 GAL4-hgDAF12 UAS-luciferase reporter, agonist luminescence; normalized to butyrate control; activation, % at 6.8 µM; AID 687014, 2013;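 active = activation above a cutoff set at the mean of all screened compounds plus 3 SD, cut at about 10% in these data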;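 note: 0% = DMSO wells and 100% = sodium butyrate wells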
The depositor's hits bear a star; i = inactive; · = no result given.

Each structure is followed by: PG9 binder, GAA850 FXN act, ADAM10 inh, DAX1 inh-1, SMARCA2 activ, DAX1 inh-2, hcDAF-12 act, ssDAF-12 act, ADAM17 inh, GC-A act, hgDAF-12 ag
Oc1c(Cl)cc(Cl)cc1CNc1ccccn1
  -0.3, 1.7, 9.8, 0.3, 0.2, -0.5, 0.7, -1.3, 4.4, -1.5, -0.3
CSCCC(NC(=O)c1ccccc1)C(=O)N(C)CC(=O)Nc1ccc(N2CCOCC2)cc1 (stereo not given)
  -2.4, -0.9, -8.2, 0.5, -1.9, 0.1, -0.9, -0.7, -3.3, -0.2, -1.4
CCOc1nc(-c2ccccc2)ccc1-c1noc(-c2ccco2)n1
  2.3, 0.7, -15.9, 0.8, -1.4, 2.0, -1.6, -1.1, -6.3, -7.9, -2.6
Cc1cc(C)nc(N2CCC(C(=O)NC3CC3)CC2)n1
  -0.5, 0.2, -23.5, 0.1, -1.8, -0.1, -1.2, 0.1, -6.1, 1.1, 1.3
CCOc1ccccc1OCC(=O)NC1CCCCC1
  1.2, 2.6, 13.1, 0.4, -4.1, 1.0, -2.6, -1.7, 2.5, -0.1, 2.7
Nc1ncc(Br)cc1S(=O)(=O)Nc1cc(C(F)(F)F)cc(C(F)(F)F)c1
  1.1, -0.2, 4.3, -1.4, -5.6, -1.6, -5.5, -1.7, 8.3, 13.2, -9.9
COc1ccc(C(=O)n2nc(C#N)c(C#N)c2N)cc1
  0.8, 0.6, 2.4, -0.1, -0.1, 1.6, -1.5, -0.8, 2.1, 1.0, -0.4
CCNc1nc(SC(C)C(=O)OC)nc(N(C)C)n1 (stereo not given)
  1.0, 0.6, -8.8, 0.3, 0.1, 0.5, -1.2, -0.9, -5.5, -1.2, -0.1
CCC(=O)Nc1ccc(NC(=O)CSc2nnnn2C(C)C)cc1
  0.2, -1.3, 0.5, -0.9, -4.4, -0.8, -2.7, -0.5, -3.1, 2.7, 0.6
O=C1CCC(C(=O)N2CCCCCC2)CN1Cc1cccc(C(F)(F)F)c1 (stereo not given)
  -2.6, 0.1, 2.8, -0.2, 9.2*, 0.0, -2.7, -1.0, 1.2, -0.1, -1.0
Cc1ccc(C2NC(c3ccc(C)cc3)C([N+](=O)[O-])C(C)(C)C2[N+](=O)[O-])cc1 (stereo not given)
  -2.2, -0.6, 7.2, -0.8, 1.3, 0.1, 2.3, -1.1, 1.9, -4.2, -1.7
COc1ccccc1N(CC(=O)Nc1ccccc1C(=O)NCC(C)C)S(C)(=O)=O
  -1.1, -3.4, -2.6, 0.0, -1.4, -0.1, -1.9, -1.0, -3.8, 4.8, -2.0
CCCn1nnc(NC(=O)c2ccccc2Cl)n1
  -1.2, 2.5, -0.8, 0.7, 2.7, 1.8, 3.3, -1.2, -5.5, 2.7, 6.3
COc1ccc(C(=O)N(C)CC(=O)Nc2cccc(F)c2)cc1S(=O)(=O)NC1CCCC1
  0.5, 3.1, 3.1, 0.8, -0.7, 0.5, -0.1, -1.3, -2.7, -2.6, -0.6
COc1cc(C(=O)NC(C)c2cc(C)ccc2C)ccc1OCC(=O)N1CCOCC1 (stereo not given)
  1.5, 0.1, -9.2, -0.9, -2.6, 2.2, -0.3, -1.7, -5.1, 2.5, 5.6
Cc1nc2nc(SCC(=O)c3ccccc3)[nH]c2cc1Br
  29.2*, 2.1, 0.9, 0.1, 0.5, ·, -0.2, -1.9, -0.5, -0.4, -3.1
CC1CC2(C)C(=CC1=O)CCC1C2C(O)CC2(C)C1CCC2(O)C(=O)CO (stereo not given)
  -2.4, 4.6, -6.1, -0.7, -1.2, -0.4, -0.5, -0.6, -3.5, 2.4, -3.9
Clc1cccc(CN2CCCCCC2)c1Cl
  -0.9, -0.9, 3.9, -0.4, -2.1, -1.1, -0.7, -0.8, -1.4, -3.1, 0.9
COc1ccc(Nc2n[nH]c(N)c2C(N)=O)cc1
  -6.0, 1.0, -11.4, 0.9, -2.9, 14.2*, 0.0, -2.1, -5.0, -3.0, -1.6
O=C(NCC1CCCO1)C(c1cccs1)N(Cc1ccccc1Cl)C(=O)c1ccc(-c2ccccc2)[nH]1 (stereo not given)
  -0.3, -0.8, 5.8, -0.8, -3.1, -1.3, -3.1, -1.8, 6.3, -3.9, 0.2
Cc1ccccc1N1C(=O)CC(N(O)c2ccccc2)C1=O (stereo not given)
  -2.6, 2.1, -4.5, -0.6, -1.1, 1.0, 1.6, -0.9, 4.3, 0.9, 2.7
Cc1[nH]c2ccccc2c1C(=O)C(=O)NCCC1=CCCCC1
  -2.6, 2.8, 9.9, 0.1, -2.6, 1.0, -2.1, -1.8, -1.8, 4.3, -1.0
COc1ccc(-c2ccc(C#N)c(SCC(=O)NCc3ccco3)n2)cc1OC
  4.3, 2.3, i, 0.3, 0.4, 2.4, 0.1, -1.9, i, 0.0, 0.2
COc1ccc(-c2noc(CSc3ccc(C)cc3)n2)cc1
  0.8, 1.4, 0.5, 0.5, -1.7, -1.2, 1.5, 0.0, -3.0, -2.5, -0.2
C[C@@H]1CN(S(=O)(=O)c2c(F)cccc2F)CCN1S(=O)(=O)c1ccc2c(c1)OCCO2
  -2.1, 1.3, 2.1, -0.2, -0.4, -0.3, -2.2, -1.2, 2.2, 1.6, -1.0
COc1ccc(/C=C(/NC(=O)c2cccc([N+](=O)[O-])c2)C(=O)O)cc1OC
  -0.4, 2.0, -1.7, -0.2, 2.0, 1.1, -0.3, -1.5, -2.6, 2.4, -2.1
CCCC(=O)Nc1ccc(C(=O)NNC(=O)c2ccccc2Br)cc1
  -0.2, 3.6, -7.6, 0.6, -4.4, 0.0, -0.5, -1.3, -3.0, 0.0, -1.0
COc1ccc(NC(=S)Nc2ccc(OCc3ccccc3)cc2)cc1OC
  -0.4, 1.0, -12.7, -0.2, -0.4, 2.8, 0.2, -1.5, -5.9, 5.8, 1.1
COc1ccc(OC)c(CCNC(=O)C2CCN(c3ncnc4c3nc3n4CCCCC3)CC2)c1
  -1.1, -0.7, -12.5, 0.2, -0.8, 1.2, -0.2, -1.2, -1.8, -1.2, -0.7
N#CC(=C1CCCC1)c1nc(-c2cc3ccccc3oc2=O)cs1
  -1.9, 4.8, -31.6, 0.9, 3.8, 0.6, 0.7, -0.6, -13.8, -4.6, 5.4
O=C(O)COc1ccc(NC(=O)c2ccco2)cc1
  -1.2, -1.4, 6.0, -0.2, -1.2, 0.7, -2.3, -1.3, -3.6, 0.4, 0.9
Nc1n[nH]c(C2CC2)c1N=Nc1ccc(Cl)cc1
  2.0, 0.3, 7.2, 0.9, -0.6, ·, 3.1, -1.0, 3.6, -2.2, 1.4
Cc1ccc(-c2csc(NC(=O)C[n+]3cc(-c4ccccc4)n4c3CCC4)n2)cc1
  -0.5, -0.1, 7.1, -0.3, 1.8, ·, -0.8, -1.6, -0.8, 0.3, 0.4
COc1ccc(Cc2c(-c3cccc(Cl)c3)nc3ccc(Br)cn23)c(C)c1
  -0.2, ·, -5.3, 2.8, 4.2, ·, -0.1, -1.1, -2.4, -13.0, 5.9
O=C(CCc1ccccc1)Nc1ccc(NC(=O)c2ccco2)cc1
  -1.2, 2.2, 2.1, 0.7, -1.5, 1.4, 0.1, -1.4, -0.8, -1.2, 4.0
CCCCCCOc1ccc(OC(=O)c2cccnc2)cc1
  0.3, -1.6, -6.5, -0.8, 2.9, -0.7, -0.4, -1.5, -0.1, 3.3, 1.5
CCOC(=O)N1CCN(CC(O)COc2ccc(CC)cc2)CC1 (stereo not given)
  0.3, 2.1, -4.8, -0.3, -2.2, -0.6, -1.8, -0.6, -8.4, 0.7, 1.3
CC(=O)Nc1nnc(CCS(=O)(=O)c2ccc(Cl)cc2)s1
  -1.1, 0.1, 0.5, -0.2, 0.8, -0.4, -0.9, -0.9, -1.1, -1.5, 1.5
CC(C)Oc1ccc(S(=O)(=O)N2CCCCC2)cc1NC(=O)C1CCC1
  0.5, 1.5, -1.1, -1.0, -2.4, 0.2, -3.0, -1.4, -4.3, 0.9, -1.2
CCc1cc(C(=O)N2CCN(c3ccccn3)CC2)sc1C
  -2.4, 3.6, 1.3, -1.1, 0.3, 0.4, -1.4, -1.0, -1.6, -0.5, -2.0
O=C(c1nc2nc(-c3ccc(Cl)cc3)cc(C(F)(F)F)n2n1)N1CCOCC1
  -2.7, 0.2, -160.0, 0.0, 4.5, 0.6, -2.1, -1.2, -37.9, 3.2, -0.4
COc1ccc(CC(N)c2csc(Nc3nncc4ccccc34)n2)cc1 (stereo not given)
  -0.5, -4.7, -16.1, 1.6, -5.2, ·, -0.7, -0.5, 0.3, -7.8, 2.7
O=C(CN1CCN(CCC(=O)Nc2ccccc2F)CC1)Nc1ccc(F)cc1
  -3.0, -0.1, 8.9, 0.1, 1.3, -0.7, -0.1, -1.0, -3.1, 10.7, 0.1
CCOc1ccc(S(=O)(=O)N2CCN(C(=O)CN3C(=O)NC(C)(C)C3=O)CC2)cc1
  1.4, 1.1, -6.5, -0.1, -1.1, 0.6, -1.3, -1.2, -0.1, 0.8, -0.3
CCN(CC(=O)Nc1ccc([N+](=O)[O-])cc1OC)c1ccccc1
  2.4, 0.6, 5.7, -1.3, -1.3, -0.3, 1.0, -0.6, -2.9, -6.3, 3.0
COc1cc(OC)cc(C(=O)N2CCN(C(=O)c3ccc(OC)c(OC)c3)CC2)c1
  -0.1, 0.9, 0.0, 1.8, -1.9, 0.4, -1.6, -0.9, -2.7, 0.7, -0.9

Screening results: PubChem BioAssay, several laboratories
